Assay outcomes as filed in PubChem BioAssay.
BRCA1 expr act: qHTS Assay to Identify Small Molecule Activators of BRCA1 Expression. Potency, µM (doses to about 46.1 µM), for inactives: at the highest dose activation, actives largely listed as activators. MCF7-BRCA1-FFLuc reporter, luminescence, 48 h; response scale: scaled: vehicle 0%, 10 µM genistein 100%. actives 1.1% (n = 380,000). AID 624202, 2012; note: potency is the fitted concentration of half-maximal effect; nearly all actives have a fitted effect of over 80% in size; some results filed as inactive show a strong effect at the top dose
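Luminescence from a BRCA1-driven firefly luciferase in MCF7 cells was the read-out, taken 15 min after substrate addition following 48 h compound exposure at 37 °C. Data were normalized to a 10 microM genistein control and DMSO vehicle.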
p53 reactivator: qHTS assay for re-activators of p53 using a Luc reporter. H1299 p53-A138V BP100-luciferase reporter, luminescence, 24 h. Potency, µM (highest dose often 92.2 µM), inactives show at the top dose activity change, positive = activation, usual class: activators. actives 0.063% (n = 320,000); note: potency is the fitted concentration of half-maximal effect; % of control where 0% means no effect; nearly all actives have a fitted effect of over 45% in size
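H1299 (p53-null), stable ts p53-A138V + BP100-Luc; 1000 cells/well, Opti-MEM/10% FBS; cpd 4 pt, 1:5; 24 h, 37 deg C, 5% CO2; detection reagent 10 min RT; luminescence.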
TCR act: Activators of T cell receptors: qHTS campaign; 330,000 tested, under 10 active; primary human leukocytes, anti-CD3, IL-2 HTRF, 48 h; Potency, µM (top dose mostly 9.22 µM), inactives show at the highest dose activation of IL-2 secretion, actives largely listed as activators; AID 504894, 2011; note: % of control where 0% means no effect
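IL-2 release read by HTRF sandwich (Eu cryptate donor, d2 acceptor, 665 nm emission) after 48 hr exposure of primary human leukocytes to compound together with anti-CD3 beads in the absence of co-stimulatory signals.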
ELG1 repair inh: qHTS screen for small molecules that inhibit ELG1-dependent DNA repair in human embryonic kidney (HEK293T) cells expressing luciferase-tagged ELG1. HEK293T ELG1-luciferase reporter, luminescence, 16 h; DNA damage induced by 5-fluorouridine. Potency, µM (doses to about 46.1 µM), inactives show at the highest dose activity change, negative = inhibition, hits mostly inhibitors. actives 2.3% (n = 330,000); note: potency is the fitted concentration of half-maximal effect; % is set by controls: 0 for no effect and ±100 for the full control effect; nearly all actives have a fitted effect of over 55% in size
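Quantitative HTS, concentration-response format. 2,000 cells/well co-treated with 5-fluorouridine and compound, 16 hr in 5% CO2 at 37 °C; ONE-Glo luminescence read after 30 min.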
TSG101-PTAP inh: qHTS Assay for Iinhibitors of HIV-1 Budding by Blocking the Interaction of PTAP/TSG101; Fluorescence polarization, FITC-PTAP peptide / Tsg101 binding; 340,000 tested, under 10 active; Potency, µM (doses to about 115 µM), inactives show top-dose activity change, negative = inhibition, most hits filed as inhibitors; Tumor susceptibility gene 101 protein (Homo sapiens), Q99816; active = well fitted inhibition curve with a large enough effect in the main read-out, with a control signal flat, not every such curve was filed as active; inconclusive = small, poorly fitted or top-dose-only effect, or effect the other way, or a change in a side signal; inactive = no such curve, though single readings can be large or run the other way; note: potency is the fitted concentration of half-maximal effect; % of control where 0% means no effect
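Fluorescence polarization binding of Tsg101 binding domain (10 uM final) to FITC-labeled PTAP peptide (50 nM final) in HEPES pH 7.5 buffer with NaCl, Tween 20, EDTA, TCEP. Compounds added before peptide; binding 20 min at RT.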
a7 integrin act: qHTS for Activators of Integrin-Mediated Alleviation for Muscular Dystrophy; actives 0.064% (n = 350,000); alpha7betagal myoblasts, beta-gal FDG fluorescence, 48 h; AID 624291, 2012; Potency, µM (titrated, usually from 38.3 µM), without a hit: at the top dose activation, usual class: activators;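 note: potency is the fitted concentration of half-maximal effect; 100% = response of the positive control SU9516; nearly all actives have a fitted effect of over 60% in size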
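Alpha7betagal+/- myoblasts (passage 13) were plated 16-24 hr, then exposed to compounds (1:260 dilution of DMSO stock) for 48 hours at 37C. After MPER lysis, β-galactosidase reporter activity was read as FDG fluorescence (ex 480/em 540) after 30 minutes.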
TRPV1 ag: HTS Assay for Compounds that Act as Agonists of the Vanilloid Receptor 1; Transient receptor potential cation channel subfamily V member 1 (Homo sapiens), Q8NER1; TRPV1-expressing cells, Fluo-8 calcium influx, agonist mode; activation, % at 8.33 µM; actives 0.19% (n = 320,000); in the data active = activation above about 80%; inconclusive = between about 30% and that limit; note: 0% is about no effect
Target sequence (Q8NER1 whole entry, looked up): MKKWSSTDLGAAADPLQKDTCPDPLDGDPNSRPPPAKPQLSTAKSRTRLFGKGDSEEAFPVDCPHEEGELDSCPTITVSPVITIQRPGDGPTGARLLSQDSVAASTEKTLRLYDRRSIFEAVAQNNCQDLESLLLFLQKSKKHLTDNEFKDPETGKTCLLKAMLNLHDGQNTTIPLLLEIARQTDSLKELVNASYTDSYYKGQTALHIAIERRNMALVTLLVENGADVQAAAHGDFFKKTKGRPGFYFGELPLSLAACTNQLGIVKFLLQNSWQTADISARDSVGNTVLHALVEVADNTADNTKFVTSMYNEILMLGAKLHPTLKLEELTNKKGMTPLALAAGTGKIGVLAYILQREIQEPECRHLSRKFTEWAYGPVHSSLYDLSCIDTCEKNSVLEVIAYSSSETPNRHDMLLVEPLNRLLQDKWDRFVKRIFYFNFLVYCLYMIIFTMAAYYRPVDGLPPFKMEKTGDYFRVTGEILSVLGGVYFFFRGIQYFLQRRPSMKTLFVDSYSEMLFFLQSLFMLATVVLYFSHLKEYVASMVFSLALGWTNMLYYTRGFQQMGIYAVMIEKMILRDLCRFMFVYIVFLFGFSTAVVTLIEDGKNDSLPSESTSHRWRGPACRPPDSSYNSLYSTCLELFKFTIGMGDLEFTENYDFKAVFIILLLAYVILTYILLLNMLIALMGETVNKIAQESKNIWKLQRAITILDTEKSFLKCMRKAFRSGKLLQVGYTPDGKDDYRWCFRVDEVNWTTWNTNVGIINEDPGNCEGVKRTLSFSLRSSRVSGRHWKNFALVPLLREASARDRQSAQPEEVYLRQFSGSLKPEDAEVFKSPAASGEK
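Cells expressing TRPV1 were dye-loaded with Fluo-8 and read kinetically: 10 s baseline, 3 min after compound (agonist portion), then 2 min after EC20 capsaicin (allosteric enhancer portion). Calcium-bound dye fluorescence at 480/520 nm.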
B2AR arrestin: qHTS assay of beta-arrestin-biased ligands of beta2-adrenergic receptor | Beta-2 adrenergic receptor (Homo sapiens), P07550 | actives 0.02% (n = 330,000) | AID 492947, 2010 | beta-arrestin recruitment to beta2AR, cell-based reporter | Potency, µM (top dose mostly 46.1 µM), for inactives: at the highest dose activation, hits mostly activators;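 note: potency is the fitted concentration of half-maximal effect; 0% = DMSO controls and full agonism = EC100 isoproterenol or metaproterenol; nearly all actives have a fitted effect of over 65% in size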
CXXC DNA block: qHTS Fluorescence Polarization Assay for Inhibitors of MLL CXXC domain - DNA interaction | AID 2662, 2010 | MLL-CXXC / FITC-HOXA9 DNA fluorescence polarization | actives 0.037% (n = 290,000) | Histone-lysine N-methyltransferase 2A (Homo sapiens), Q03164 | Potency, µM (titrated, usually from 115 µM), for inactives: at the highest dose activity change, negative = inhibition, actives largely listed as inhibitors; active = well fitted inhibition curve with a large enough effect in the polarisation, with a control signal flat, not every such curve was filed as active; inconclusive = small, poorly fitted or top-dose-only effect, or effect the other way, or a change in a side signal; inactive = no such curve, though single readings can be large or run the other way; the % refers to the polarisation; note: potency is the fitted concentration of half-maximal effect
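Purified MLL-CXXC (added from a 7 uM solution) was preincubated 5 min at ambient with pinned compounds in 50 mM Tris-HCl pH 7.5, 50 mM NaCl, 1 mM DTT, 0.05% BSA. Fluorescein-labeled HOX-A9 DNA (50 nM solution) followed, 30 min, then polarization read.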
A-T KAP1 phos: qHTS Assay for Identifying a Potential Treatment of Ataxia-Telangiectasia | […] A-T fibroblasts, KAP-1 phosphorylation AlphaLISA; neocarzinostatin DNA damage 30 min before lysis | AID 485349, 2010 | Potency, µM (highest dose often 57.5 µM), for inactives: at the highest dose activation, most hits filed as activators | actives 0.19% (n = 320,000); note: potency is the fitted concentration of half-maximal effect; % of control where 0% means no effect; nearly all actives have a fitted effect of over 45% in size
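ATM-like activity read as KAP-1 phosphorylation via AlphaLISA donor/acceptor antibody pairs after lysis and 6 hr at 25C. Cells were ATM-null patient fibroblasts ([…], hTERT), dosed 60 min, then exposed to the DSB inducer NCS for 30 min.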
* hit, by the source's call; ? = inconclusive; . = no result given; & = joins results of further samples; [ ] = dose if it differs, or a comment. Unless noted, calls come from the whole dose curve; as a rule, active = well fitted curve in the direction sought with a large enough effect; inconclusive = small, poorly fitted or top-dose-only effect, or another doubt; inactive = no such curve, though single readings can be large; an effect the other way counts as inactive or inconclusive.

Second line of a record: BRCA1 expr act | p53 reactivator | TCR act | ELG1 repair inh | TSG101-PTAP inh | a7 integrin act | TRPV1 ag | B2AR arrestin | CXXC DNA block | A-T KAP1 phos
COc1ccc(NC(=O)Cc2csc(NC(=O)Nc3ccccc3OC)n2)c(OC)c1
 : -23% | -7% | -8% | ? | 1% | -11% | -2 | 0.4% | . | 0%
CN(C)c1ccc(/C=C2\CCC/C(=C\c3ccccc3)C2=O)cc1
 : 22% | ? | 1%[46.1 µM] | ? | ? | 0% | 12 | -0.4% | ? | 6%
COc1ccc(-n2c(C)cc(/C=C3\SC(=S)N(Cc4ccco4)C3=O)c2C)cc1
 : 72% | 16% | 8% | ? | -20% | -1% | 0 | 0.2% | ? | -10%
Cc1cccc(C(C)n2nnc3ccccc32)c1O (centres undefined)
 : -10% | -8% | 4% | -6% | 0% | -4% | 12 | 0.5% | . | 25%
COc1ccc(S(=O)(=O)NCC2CCCN(C(=O)CSC)C2)cc1 (centres undefined)
 : 0% | 0% | 1% | 10% | -3% | 0% | -5 | -0.2% | 0% | 3%
CCOC(=O)c1[nH]c(C)c(C(=O)OCC(=O)NC(=O)NC(C)(C)C)c1C
 : 16% | -11% | 0% | 0% | 1% | -7% | -1 | 0.1% | 25% | 1%
C=CCNc1nc2c(c(=O)n(C)c(=O)n2C)n1Cc1ccc(F)cc1
 : -32% | -11% | 6% | ? | 1% | -15% | 1 | 0.1% | 0% | 3%
Cc1c(O)c(=O)ccn1C
 : 5% | 1% | -11% | 7% | 3% | . | 2&5 | 0.1%&-0.6% | -2%&-8% | 4%
Cc1ccc2c(c1)C(c1ccncc1)=NNC(c1ccc(C(C)C)cc1)=N2
 : . | 3% | . | 9% | . | . | ? | 0.1% | -4% | -1%
COc1ccc(N2CCN(CCNC(=O)Nc3cc(Cl)ccc3OC)CC2)cc1
 : -26% | -7% | 11% | 9% | -3% | -32% | -6 | 0.3% | 18% | -18%
CC(=O)c1ccc(N2CCN(C(=O)c3ccc4[nH]c(C)c(C)c4c3)CC2)cc1
 : -76% | -8% | -1% | -19% | -2% | 13% | . | -0.8% | . | -4%
O=C(CCCOc1ccc(Br)cc1)Nc1nnc(C2CC2)s1
 : -6% | -11% | 14% | 10% | 1% | 17% | 0 | 0.2% | . | -2%
O=C(Nc1ccc(F)c(Cl)c1)N1CCCC1
 : 25% | -2% | 1% | 27% | -2% | 17% | 25 | -0.8% | 7% | -1%
CCCCCCCCNC(=O)/C(C#N)=C/c1ccc2c(c1)OCCO2
 : -1% | 1% | 2%[46.1 µM] | 7% | 0% | 23% | -2 | 4.2% | 9% | 2%
Cc1cc(C)n(-c2nc(SCC(=O)NCC3CCCO3)c3c4c(sc3n2)CCCC4)n1 (centres undefined)
 : . | 11% | . | 10% | . | . | 4 | 0.2% | 0% | 5%
Cc1cccc(-c2cc3nc(C)cc(NCCCn4ccnc4)n3n2)c1
 : 10% | -1% | -2% | -2% | 2% | -14% | 5 | 0.2% | 4% | 7%
COc1cccc(CN(C)C(=O)CCNC(=O)c2ccco2)c1
 : 8% | 4% | -20% | 15% | -8% | 11% | 2 | -0.1% | . | 14%
COc1cccc(/C=C2\SC(=S)N(NS(=O)(=O)c3ccccc3)C2=O)c1OC
 : -5% | 3% | -2% | 6% | -4% | -40% | 7 | 0.1% | 2% | -15%
CS(=O)(=O)c1ccc(Cl)c(NC(=O)COC(=O)c2ccc(S(=O)(=O)N3CCCC3)cc2)c1
 : -1% | -3% | -1% | 8% | 0% | 14% | . | -0.3% | . | 3%
O=C(NCc1ccco1)c1cc([N+](=O)[O-])ccc1Cl
 : 3% | 9% | -3% | 10% | -3% | 8% | -1 | -0.1% | -9% | -1%

Continued:
Second line of a record: BRCA1 expr act | p53 reactivator | TCR act | ELG1 repair inh | TSG101-PTAP inh | a7 integrin act | TRPV1 ag | B2AR arrestin | CXXC DNA block | A-T KAP1 phos
O=C(Cn1cc(C(F)(F)F)ccc1=O)N/N=C/c1ccc(O)cc1
 : -10% | -1% | 3% | 0% | -3% | 25% | 7 | -0.2% | -14% | -11%
Cc1ccc(/C=N/NC(=O)c2cc(C3CC3)nc3ccccc23)o1
 : -69% | 10% | 0%[46.1 µM] | ? | -2% | -2% | 1 | -0.9% | 13% | -8%
C#CCOCCOCCOCCNc1nc(N2CCN(C(=O)[C@H](Cc3cc4ccccc4[nH]3)n3cc([C@@H](N)C(C)CC)nn3)CC2)nc(N2CCN(C(=O)[C@H](CCCCN)n3cc([C@@H](N)CC(C)C)nn3)CC2)n1 (some centres undefined)
 : -21% | 0% | -4% | 16% | 2% | 2% | -1 | -0.4% | 24% | -6%
COc1ccc(NC(=O)N2CCc3cc(OC)c(OC)cc3C2)cc1
 : -33% | 0% | 3% | ? | -2% | -12% | 22 | 0.2% | -11% | 4%
CCC(C)c1ccc(NC(=S)NCc2cccnc2)cc1 (centres undefined)
 : -19% | ? | -3%[46.1 µM] | 1% | -2% | -29% | ? | 0.1% | 0% | 1%
Cc1cc(Cl)ccc1OCCCC(=O)N1CCOCC1
 : ? | ? | 1% | ? | -2% | -5% | ? | 0.3% | -6% | -4%
Nc1nonc1-n1nnc(C(=O)N/N=C/c2ccc(OCc3ccc(F)cc3)cc2)c1COc1ccccc1
 : ? | 4% | 5% | 1% | -1% | ? | 0 | 3.5% | 12% | -20%
COc1ccc(C2C(C#N)=C(N)N(c3ccccc3)C3=C2C(=O)CCC3)cc1Cn1cc([N+](=O)[O-])cn1 (centres undefined)
 : -48% | 8% | 0% | -8% | 1% | 7% | -1 | 0.4% | -5% | 4%
CCOC(=O)CCCNC(=O)CN1CCC(c2nc3ccccc3s2)CC1
 : -8% | -2% | -2% | -13% | 1% | 0% | -2 | -1.6% | -1% | 2%
COc1ccccc1NC(=O)c1ccc(NC(=O)c2nc3nccc(C)n3n2)cc1
 : 0% | -2% | 5% | -24% | -4% | -3% | -2 | 0.0% | . | -6%
Cc1ccccc1/C=N/N=C1/NC(=O)CCS1
 : -30% | -5% | -4% | ? | -5% | 13% | 3 | 0.0% | 2% | 0%
Cc1ccc(SCC(=O)c2c(C)nc3cc(C)ccn23)cc1
 : 34% | -1% | 1% | ? | -5% | -11% | ? | 0.3% | 5% | 5%
COc1cc(O)oc1C=Nc1ccc(Cl)cc1
 : 16% | 8% | -3% | -8% | -3% | 13% | 6 | 0.0% | 3% | 8%
C=CCc1cccc(CNc2cnc3ccccc3c2)c1O
 : -7% | 6% | 3% | ? | -1% | -27% | 4 | 0.2% | 0% | -7%
CCN(CC(=O)Nc1ccc(NC(C)=O)cc1)C(=O)c1ccc2ccccc2c1
 : -34% | 4% | -3% | 23% | 0% | 28% | -3 | 0.0% | . | -1%
COc1ccc(OC)c(NC(=O)NCCN2CCN(c3ccccc3)CC2)c1
 : 2% | -1% | 5% | ? | 1% | ? | 0 | 0.1% | -21% | -7%
COc1cc(OC)c(NC(=O)c2ccc3c(SCC(=O)O)c4c(nc3c2)CCCC4)cc1Cl
 : -8% | -2% | 5% | 6% | -4% | -11% | 2 | -1.0% | -1% | -10%
COc1ccc(OC)c(-n2c(=S)[nH]c3cc(C(=O)N4CCN(c5ccccc5)CC4)ccc3c2=O)c1
 : -3% | 1% | . | ? | -2% | -16% | -6 | -1.1% | 0% | -3%
CCOc1ccc(S(=O)(=O)Nc2cccc(C(=O)NCC(c3ccc(OC)cc3)N3CCOCC3)c2)cc1 (centres undefined)
 : -7% | -6% | 7% | 8% | -1% | 26% | 1 | -1.0% | 19% | 20%
O=C1CC(N2CCN(CCc3ccccn3)CC2)C(=O)N1c1ccc(Cl)cc1 (centres undefined)
 : 9% | 4% | 14% | 9% | -1% | 0% | . | -0.4% | -8% | 4%
COc1cccc(NC(=O)Cc2csc(NC(=O)Nc3ccccc3OC)n2)c1
 : -28% | 4% | 4% | ? | -3% | -2% | 9 | -0.1% | . | 4%
